ALOX12 inh = Primary qHTS assay for inhibitors of human arachidonate 12S-lipoxygenase (ALOX12): Round 2; 580,000 tested, 1.1% active; Polyunsaturated fatty acid lipoxygenase ALOX12 (Homo sapiens), P18054; purified 12hLO, xylenol orange hydroperoxide absorbance; Potency, µM (titrated, usually from 108 µM), inactives show top-dose activity change, negative = inhibition, hits mostly inhibitors; active = well fitted inhibition curve with a large enough effect; inconclusive = small, poorly fitted or top-dose-only effect, or another doubt; inactive = no such curve, though single readings can be large or run the other way
Target sequence (P18054 whole entry, looked up): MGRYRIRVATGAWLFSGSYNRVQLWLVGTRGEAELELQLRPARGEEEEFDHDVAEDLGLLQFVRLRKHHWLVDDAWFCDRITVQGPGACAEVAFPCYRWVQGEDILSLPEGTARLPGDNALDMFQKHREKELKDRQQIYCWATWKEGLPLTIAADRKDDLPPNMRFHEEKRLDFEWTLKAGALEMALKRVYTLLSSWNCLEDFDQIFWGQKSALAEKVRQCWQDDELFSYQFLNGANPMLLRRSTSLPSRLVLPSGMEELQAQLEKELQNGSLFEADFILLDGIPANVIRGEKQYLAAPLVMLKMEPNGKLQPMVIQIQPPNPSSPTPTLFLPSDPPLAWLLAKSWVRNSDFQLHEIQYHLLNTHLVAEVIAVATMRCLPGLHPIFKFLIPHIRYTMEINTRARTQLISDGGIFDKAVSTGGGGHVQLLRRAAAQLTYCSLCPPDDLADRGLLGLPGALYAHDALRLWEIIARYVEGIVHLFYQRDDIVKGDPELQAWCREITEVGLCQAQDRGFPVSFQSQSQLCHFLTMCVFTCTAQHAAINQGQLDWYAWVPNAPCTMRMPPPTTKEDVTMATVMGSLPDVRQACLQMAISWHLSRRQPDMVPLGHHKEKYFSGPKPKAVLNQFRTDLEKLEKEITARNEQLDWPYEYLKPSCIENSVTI
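Hydroperoxide product was detected by ferrous iron/xylenol orange as the 573 to 405 nm absorbance ratio. Arachidonic acid at 40 uM (final) was turned over for 30 min at room temperature by 150 nM human 12hLO, pH 7.0 Hepes buffer, after 15 min compound preincubation.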
* marks the source's active call; other numbers are inactive results; ? = inconclusive; [ ] = dose if it differs, or a comment. % is set by controls: 0 for no effect and ±100 for the full control effect; potency is the fitted concentration of half-maximal effect. This is a subset; count on the stated rates, not on these rows.

SMILES | ALOX12 inh
O=C(c1ccc(F)cc1)N1CCC2(CC1)CC(c1cccc(C(F)(F)F)c1)=NO2 | -11%
COc1ccc(CNC(=O)CCCn2c(C)c3cnn(-c4ccccc4)c(=O)c3c2C)cc1 | ?
O=C(CC(c1ccccc1)c1ccccc1)N1CCN(C/C=C/c2ccccc2)CC1 | -16%
COc1cccc(CCC(=O)N2CCC(c3nc(C4CCOCC4)no3)C2)c1 (stereo not drawn) | 32%
CCCNC(=O)N1CCC(c2noc(COc3ccc(C)cc3)n2)CC1 | 34%[activator]
CCN1C(=O)C2(CCN(S(=O)(=O)c3cc(Cl)ccc3OC)CC2)c2ccccc21 | 0%
O=C(O)c1ccccc1S(=O)(=O)Cc1ccc(F)cc1 | ?
COc1ccccc1-c1nc(-c2cc3cccc(OC)c3oc2=O)cs1 | ?
O=C(CN1C(=O)NC2(CCS(=O)(=O)CC2)C1=O)Nc1ccc(Cl)cc1F | ?
O=C(c1cccc(Cl)c1)N1CCC2(C1)NC(=O)N(Cc1ccc(Cl)cc1)C2=O (stereo not drawn) | 40µM*
N#Cc1nc(-c2ccc(S(=O)(=O)N3CCCC3)cc2)oc1N1CCC(Cc2ccccc2)CC1 | -14%
Cc1c(C(=O)NC2CCCCC2)sc2ncnc(NCCN(C)C)c12 | 1%
O=C(O)c1cccc(C2CCCN(C(=O)Cc3cc(F)c(F)c(F)c3)C2)c1 (stereo not drawn) | -4%
O=C(C1CCc2ncc(-c3ccc(F)cc3)n2C1)N1CCCC1 (stereo not drawn) | 14%
CC(=O)Nc1ccc([C@H]2OCC(=O)N[C@@H]2CO)cc1 | 57%[activator][176 µM]
C[C@@H](C(=O)Nc1ccc(N(C)C)cc1)n1nnc2ccccc2c1=O | ?
O=C1NCCCCCN(C(=O)c2ccoc2)[C@H]2CCC[C@@H]12 | 11%
O=C(c1ccccn1)N1CCC2(CC1)NC(=O)N(Cc1ccccc1Cl)C2=O | 16%
CC(C)CCn1nc(C(=O)Nc2nccs2)c2ccccc2c1=O | -13%
O=C(Nc1c2c(nc3ccccc13)CCCC2)c1cccc(Cl)c1 | 5%
Cc1ccc(-n2c(C3CCN(C(=O)c4ccoc4)CC3)n[nH]c2=O)cc1 | 54%[activator]
Cc1ccccc1C(=O)N/N=C1\CC(=O)CC(C)(C)C1 | 21%
Cc1nc2scc(CC(=O)N3CCCC3)n2c(=O)c1-c1cc(C)n(-c2ccccc2F)n1 | 7%
Cn1c(Cn2cccn2)nnc1C1CCCN(c2nccc(N)n2)C1 (stereo not drawn) | 15%
CN(c1ccccc1)c1ccc2nnc(-c3cc(C(=O)NCC4CCCO4)ccn3)n2n1 (stereo not drawn) | ?

Marked active in ALOX12 inh (from the list above):
SMILES | ALOX12 inh
O=C(c1cccc(Cl)c1)N1CCC2(C1)NC(=O)N(Cc1ccc(Cl)cc1)C2=O (stereo not drawn) | 40µM*

The list continues.
SMILES | ALOX12 inh
CC(C)c1nc2c(c(-c3ccc(Cl)cc3)n1)CCN(C(=O)c1ccc3c(c1)OCO3)CC2 | ?
O=C(Nc1ccccn1)[C@@H]1C[C@@H](c2ccc(F)cc2)N([S+](=O)([O-])c2ccccc2)C1 | 3%[176 µM]
COc1ccc(NC(=O)C2CCN(C(=O)c3ncn4c3COC(c3ccccc3)C4)CC2)cc1 (stereo not drawn) | 24%
CCNC(=O)c1cccnc1OC1CCN(C(=O)C2CCOCC2)C1 (stereo not drawn) | 6%
Cc1ccnc(N2CC[C@@H]3[C@@H](CCC(=O)N3CCc3ccccn3)C2)n1 | 4%
Cc1nnc2n1CCC(NC(=O)c1cnccn1)CC2 (stereo not drawn) | 50%
COc1ccc(-c2cc(C(=O)NC3CC3)c3c(C4CCNC4)noc3n2)cc1 (stereo not drawn) | 6%[6.33 µM]
COc1cccc(CCNc2ncnc3sc(C(=O)N4CCOCC4)c(C)c23)c1 | ?
CC(C)C/C(=N\NC(=O)C1CC1c1ccccc1)c1ccccc1 (stereo not drawn) | 10%
O=C(c1ccc2c(c1)[nH]c(=O)n2C1CCC(O)CC1)N1CC[C@H]2CNC[C@H]21 (stereo partly drawn) | 29%
CCN(C(=O)c1cc2ccc(OC)cc2[nH]1)C1CCCCC1 | -20%
N#CC1=C(N)N(c2cccc(F)c2)C2=C(C(=O)OC2)C12C(=O)N(Cc1ccccc1F)c1ccccc12 (stereo not drawn) | -29%
COc1cccc(C(=O)N2CCCC(c3nn(-c4ccc(Cl)cc4)c(=O)[nH]3)C2)c1 (stereo not drawn) | ?
CC(C)CN1C(=O)CO[C@H](c2ccc(NC(=O)c3ccc(C(F)(F)F)cc3)cc2)[C@H]1CO | 73%[activator]
O=C(c1ccc(Cl)cc1)N1CC2(CCN(Cc3c[nH]c4ccccc34)CC2)Cc2ccccc21 | ?
Cc1nn2c(c1-c1ccccc1OCc1ccccc1)N(Cc1nccn1C)CCC2 | 53%[activator][176 µM]
CC(=O)N1CCOC2(CCN(C(=O)c3ccc(Cl)cc3)CC2)C1 | 0%[6.33 µM]
CC(Sc1n[nH]c(-c2cccs2)n1)C(=O)Nc1ccc(F)cc1F (stereo not drawn) | 4%
CCOC(=O)COc1ccc(C)cc1C(=O)c1ccn2nc(-c3ccccc3)cc2n1 | ?
Cc1nnc(-c2cc(-c3ccnn3C)ccn2)n1-c1ccccc1 | ?
O=C(CNc1cccc(Br)c1)N(C1CCCCC1)C1CCS(=O)(=O)C1 (stereo not drawn) | 1%
CCCCCCCCCCCCCCCC(=O)N[C@H](CN1CCOCC1)[C@H](O)c1ccccc1 | 6%[12.5 µM]
O=c1[nH]c(CSc2nnc(-c3ccccc3F)n2C2CC2)nc2ccc(Cl)cc12 | ?
COc1cccc2c1OC1(CCN(C(C)=O)CC1)N1N=C(c3ccccc3OC(F)F)CC21 (stereo not drawn) | -12%
Cn1nc2n(c1=O)CCC(NS(=O)(=O)c1cccc3cccnc13)CC2 (stereo not drawn) | 10%
SMILES | ALOX12 inh
CC(=O)N1CCC(NC2(Cc3cc(CN(C)C)on3)COC2)CC1 | -4%[176 µM]
O=C(c1ccc(Cl)cc1)N1CCC(n2cc(-c3nc(-c4ccccc4)no3)nn2)C1 (stereo not drawn) | -5%
O=C(Cn1nc2c(cc1=O)CCCC2)Nc1cccc(-c2ncn[nH]2)c1 | 22%
COc1ccc(F)cc1Nc1cnc2ccc(N(C)C)nn12 | -2%[176 µM]
O=C(Nc1cccc2ncccc12)C1CCCN(S(=O)(=O)c2ccccc2)C1 (stereo not drawn) | 1%
Cc1cc2ccccc2n1CC(=O)Nc1ccc(Oc2ccccc2)cc1 | -1%
C=CCNC(=O)N1CC[C@H]2CC(=O)N(C3CC3)CC[C@H]2C1 | 13%[176 µM]
CCc1ccc(-c2nc(SC(C(=O)N(C)C)c3ccccc3)n[nH]2)cc1 (stereo not drawn) | -19%
O=C(N[C@@H]1C[C@H](Cn2cc(CN3CCS(=O)(=O)CC3)nn2)[C@@H](O)[C@H]1O)c1cncnc1 | 17%
CCCC1NC(=O)N(Cc2cc(F)cc3cccnc23)C1=O (stereo not drawn) | ?
COc1ccc(C(O)Cn2ccn3nc(-c4ccc(C(C)C)cc4)cc3c2=O)cc1 (stereo not drawn) | 25%
COCCn1cnc2c1c(=O)n(CC(=O)Nc1ccc(F)cc1F)c(=O)n2Cc1ccccc1 | -22%
CC(=O)Nc1ccc(C2(C(=O)NCc3ccc(F)cc3Cl)CCC2)cc1 | 24%
O=C(C1=C(O)C(=O)N(CCc2ccccc2)C1c1ccncc1)c1ccco1 (stereo not drawn) | ?
CCN(CC)S(=O)(=O)c1ccc(NC(=O)CN(c2ccc(F)c(Cl)c2)S(C)(=O)=O)cc1 | -1%
CCc1ccc(NC(=O)N(C)CC2CCOC2)cc1 (stereo not drawn) | 5%
Clc1ccccc1C1(c2ccnc(-c3ccccn3)n2)CCNCC1 | 29%
Cc1cn(CC(=O)N[C@H]2CN(C(=O)CC(C)C)C[C@@H]2C2CC2)c(=O)[nH]c1=O | 84%[activator]
CC1CCN(C(=O)C[C@@H]2c3nc(NC(=O)c4ccnc(Cl)c4)sc3C[C@@H]3[C@](C)(CO)[C@H](O)CC[C@]32C)CC1 | 30%[activator]
COCCn1cc(CN(C)CCc2c(C)noc2C)ccc1=O | 69%[activator]
C#CCN(C[C@H]1[C@H](OC(=O)Nc2cccs2)[C@H](OC(=O)Nc2cccs2)CN(C(=O)OC(C)C)N1C(=O)OC(C)C)S(=O)(=O)c1ccc(C)cc1 | ?
C=CCn1c(-n2nc(C)c(C)c2C)nc2c1c(=O)n(CC)c(=O)n2C | -25%
COc1cc(/C=C(/C#N)C(=O)Nc2cccc(C(F)(F)F)c2)cc(OC)c1OC | -28%
CCOc1cc(Br)cc2cc(C(=O)NCc3ccccc3)c(=O)oc12 | -22%
CO[C@@]1(C)C[C@@H](O)C12CCN(C(=O)CSc1ccccc1C)CC2 | -28%
SMILES | ALOX12 inh
Cc1cc2cc(-c3c(C)noc3C)nc(NC3CCN(C)CC3)c2o1 | 6%[176 µM]
CCCOc1ccc(C(=O)Nc2nonc2C)cc1 | 0%
COc1ccc(-c2cnc(-c3cccnc3)o2)cc1 | -7%
O=C(O)C1=NOC2CN(C(=O)C3CCCC3)CC12 (stereo not drawn) | 1%[12.5 µM]
NC(N)=NCc1ccco1 | -8%
O=S(=O)(NCCO)c1ccc(-c2ccc(S(=O)(=O)NCCO)cc2)cc1 | 4%
CC(=O)c1ccc(NC(=O)CN2C(=O)NC3(CCC(C)CC3)C2=O)cc1 (stereo not drawn) | -5%
CCCCNC(=O)c1nc(C2CCN(S(=O)(=O)c3c(OC)cccc3OC)CC2)oc1-c1ccccc1 | 26%
CC(=O)Nc1ccc(-c2csc(NC(=O)c3nn(C(C)C)c(=O)c4ccccc34)n2)cc1 | -3%
COc1ccc(-c2cnc([C@@H]3COCCN3Cc3ncc[nH]3)[nH]2)cc1 | 81%[activator][176 µM]
COc1cccc(-c2ncc3c(n2)OCCN(Cc2ccc(F)cc2F)C3=O)c1OC | -3%[176 µM]
Clc1cc(NCc2cccs2)n2nccc2n1 | -2%[176 µM]
CC(C)N(CC1CC1)C(=O)CC1COc2ccc(C(=O)N(C)C)cc2N1C (stereo not drawn) | 34%
CC(C)C(=O)N1Cc2ccccc2CC2(CCCN(Cc3ccc(O)cc3)C2)C1 (stereo not drawn) | 12%[6.33 µM]
O=C(NC1CCC(O)CC1)c1ccc2c(c1)OCCN(c1ccccc1)C2 (stereo not drawn) | ?
O=C(COc1ccc2ccc(=O)oc2c1)N(Cc1cccs1)C1CC1 | ?
CCNC(=O)CNC(=O)Cn1c(-c2ccccc2)cc2ccccc21 | ?
COC(=O)N(Cc1ccccc1NC(=O)OC(C)(C)C)C(C(=O)NC1CCCC1)C(=O)c1c(C)cc(C)cc1C (stereo not drawn) | 12%
CCn1c(SCC(=O)Nc2ccc(F)cc2C)nnc1C(C)NC(=O)c1ccco1 (stereo not drawn) | -15%
Cc1cnc(C(=O)Oc2ccc(Cl)c3ccccc23)cn1 | -59%
O=C(NCc1ccccc1)[C@@H]1CCCN1C(=O)[C@H]1CCCN1C(=O)c1ccc(F)cc1 | -18%
COc1ccc(OCc2nc(C)c(CCO)c(=O)n2CC(=O)Nc2cc(OC)ccc2OC)cc1 | 21%
O=C(NCc1cccc(F)c1)[C@@H]1C[C@@H](c2ccc(F)cc2)N([S+](=O)([O-])c2ccccc2)C1 | -27%
O=C(Nc1ccc([C@@H](O)[C@H]2COCC(=O)N2Cc2ccc(F)cc2)cc1)C1CCC1 | 31%[activator][176 µM]
COC(=O)CC(NC(=O)c1cccc(CS(C)(=O)=O)c1)c1ccc(C)cc1 (stereo not drawn) | 50%[activator]

6 of these compounds, set out differently.
smiles	ALOX12 inh
CC(=O)c1ccc(NC(=O)CN2C(=O)NC3(CCC(C)CC3)C2=O)cc1 (stereo not drawn)	-5%
CCn1c(SCC(=O)Nc2ccc(F)cc2C)nnc1C(C)NC(=O)c1ccco1 (stereo not drawn)	-15%
Clc1cc(NCc2cccs2)n2nccc2n1	-2%[176 µM]
CC(C)C(=O)N1Cc2ccccc2CC2(CCCN(Cc3ccc(O)cc3)C2)C1 (stereo not drawn)	12%[6.33 µM]
COC(=O)CC(NC(=O)c1cccc(CS(C)(=O)=O)c1)c1ccc(C)cc1 (stereo not drawn)	50%[activator]
CCCCNC(=O)c1nc(C2CCN(S(=O)(=O)c3c(OC)cccc3OC)CC2)oc1-c1ccccc1	26%

Three structures out of the list, arranged by formula weight, falling:
SMILES | ALOX12 inh
COc1ccc(OCc2nc(C)c(CCO)c(=O)n2CC(=O)Nc2cc(OC)ccc2OC)cc1 | 21%
CC(C)N(CC1CC1)C(=O)CC1COc2ccc(C(=O)N(C)C)cc2N1C (stereo not drawn) | 34%
NC(N)=NCc1ccco1 | -8%

(cont.)
SMILES | ALOX12 inh
COc1cccc(NC(=O)Cc2c(C)c3c(O)cc(C)cc3oc2=O)c1 | ?
O=C(OCC(=O)N1CCCc2ccccc21)c1ccccc1NS(=O)(=O)c1ccc(F)cc1 | -14%
O=C(Nc1ccccc1)N[C@H]1CO[C@H]2[C@@H]1OC[C@H]2OC(=O)Nc1ccc(Oc2ccccc2)cc1 | 4%
CCNC(=O)N1c2ccccc2CC1c1nc(C2CC2)no1 (stereo not drawn) | 15%
CCN(CC)S(=O)(=O)c1ccc(OC)c(NS(=O)(=O)c2ccc3ccccc3c2)c1 | ?
O=C(O)c1ccc(CN2C[C@H](O)C[C@H]2c2nc(-c3cccc([N+](=O)[O-])c3)no2)cc1 | 29%[176 µM]

A different layout for 2 compounds above.
| SMILES | ALOX12 inh |
| --- | --- |
| O=C(OCC(=O)N1CCCc2ccccc21)c1ccccc1NS(=O)(=O)c1ccc(F)cc1 | -14% |
| COc1cccc(NC(=O)Cc2c(C)c3c(O)cc(C)cc3oc2=O)c1 | ? |

Screening data from PubChem BioAssay.
